# Compound activity: PubChem, several laboratories
# OPRM1-OPRD1 ag – agonists of human mu-delta opioid receptor heterodimerization; cells, OPRM1-OPRD1 heterodimerization, luminescence; activation, % at 9.3 µM; hit rate 0.3% among 340,000; AID 504326; in the data active = activation above about 18%;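 also: 0% = vehicle-treated cells and 100% = reference agonist; values of inactives mirror those of a sister screen read the other way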
# phage Ecoli inh – E. coli growth loss with phage present. AID 651602. hit rate 0.26% among 360,000. inhibition, % at 11.9 µM. growth absorbance; in the data active = inhibition above about 11%
# PKA-R1A activ – activates the PKA-R1A holoenzyme complex | P00514+P68181 | PKA-R1A dissociation, Cy5-IP20 fluorescence polarization; scaled: DMSO 0%, 113 µM cGMP 100% | activation, % at 11.4 µM | hit rate 0.083% among 340,000;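 active = percent activation above the mean of all tested compounds plus 3 SD, cut at about 19% in these data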;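 also: higher means more PKAc released from R1A so a rise in polarization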
# HTR5A inv ctr – HTR5A inverse agonism, opioid heterodimer counter-screen; P47898; HTR5A cell line, luminescence; inhibition, % at 9.3 µM; hit rate 0.083% among 340,000; AID 504634; in the data active = inhibition mostly above about 23%, no sharp cut-off; inactive = mostly below about 18%;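 also: 0% = cells with DMSO and 100% = no-cell wells with DMSO; some compounds called inactive have numbers as strong as hits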
# DSG3 Ab inh – blocks pemphigus antibody binding to human desmoglein-3 | binding (percent of control), % at 10 µM | DSG3-coupled beads, scFv-anti-DSG3-GFP binding, flow cytometry; stronger effect = lower value | AID 588358 | hit rate 0.48% among 310,000 | P32926;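 active = binding more than 3 SD below its plate's average and above zero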; also: some compounds called inactive have numbers as strong as hits
# Target sequence (P32926 whole entry, looked up): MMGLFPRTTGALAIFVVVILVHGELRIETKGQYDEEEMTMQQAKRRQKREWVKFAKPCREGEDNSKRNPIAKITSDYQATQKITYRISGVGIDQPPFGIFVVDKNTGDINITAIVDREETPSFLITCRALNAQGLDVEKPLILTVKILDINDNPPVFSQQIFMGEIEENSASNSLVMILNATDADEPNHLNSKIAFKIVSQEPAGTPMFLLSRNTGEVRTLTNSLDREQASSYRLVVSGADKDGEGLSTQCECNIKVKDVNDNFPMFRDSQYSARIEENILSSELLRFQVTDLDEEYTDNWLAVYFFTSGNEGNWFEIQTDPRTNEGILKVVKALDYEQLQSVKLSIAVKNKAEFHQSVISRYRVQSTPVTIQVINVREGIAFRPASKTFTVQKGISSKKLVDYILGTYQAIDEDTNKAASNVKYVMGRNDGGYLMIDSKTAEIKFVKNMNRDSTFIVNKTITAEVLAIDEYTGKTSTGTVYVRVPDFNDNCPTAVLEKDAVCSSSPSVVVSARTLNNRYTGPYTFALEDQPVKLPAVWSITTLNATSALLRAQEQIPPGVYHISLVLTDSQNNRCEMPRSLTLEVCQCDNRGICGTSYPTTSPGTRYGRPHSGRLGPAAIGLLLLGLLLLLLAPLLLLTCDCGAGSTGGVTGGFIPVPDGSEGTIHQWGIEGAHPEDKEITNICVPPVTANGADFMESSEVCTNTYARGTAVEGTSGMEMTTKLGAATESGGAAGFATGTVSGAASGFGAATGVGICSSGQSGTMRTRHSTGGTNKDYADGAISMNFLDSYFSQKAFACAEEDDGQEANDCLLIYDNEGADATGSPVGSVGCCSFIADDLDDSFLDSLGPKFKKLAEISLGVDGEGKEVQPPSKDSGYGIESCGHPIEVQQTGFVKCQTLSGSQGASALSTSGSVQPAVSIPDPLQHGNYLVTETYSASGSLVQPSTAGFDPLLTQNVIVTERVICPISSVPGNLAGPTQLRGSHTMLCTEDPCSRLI
# E coli growth – bacterial growth inhibition, counter-screen for AddAB inhibitors; E. coli V3065 growth, OD600 absorbance, 18 h; inhibition, % at 11.9 µM; hit rate 0.27% among 330,000; AID 449728;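 active = inhibition above the campaign's mean inhibition across all tested compounds plus 3 SD, cut at about 9.9% in these data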;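 also: uninfected addAB+ strain grown without phage in ampicillin broth; 0% = DMSO wells and 100% = ciprofloxacin 0.95 µg/ml wells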
# SUMO Mot1 rescue – SUMOylation pathway inhibition by Mot1-301 growth rescue | S. cerevisiae Mot1-301 growth rescue, ATP luminescence, 38.5C; percent above DMSO median, 100 means doubled | growth rescue, % at 18.8 µM | hit rate 1% among 320,000 | AID 2716;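 active = every valid replicate shows activation above 250% relative to neutral control wells; inactive = the rest, any valid replicate at or below 250%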;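 also: OY570 slx delta 5 strain wells were the positive control but not used for scaling; some compounds called inactive have numbers as strong as hits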
# PfHsp90 yeast 2 – growth inhibition of yeast expressing Plasmodium Hsp90. AID 504621. S. cerevisiae expressing PfHsp90, BacTiter-Glo ATP, 48 h; yeast lacking PDR1 and PDR3 efflux regulators. hit rate 0.32% among 310,000. inhibition, % at 9.4 µM;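 active = every replicate shows inhibition above about 80%, whatever the replicate mean, limit read from the data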;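 also: 0% = DMSO neutral controls and 100% = 20 µM radicicol positive controls; yeast relying on Plasmodium falciparum Hsp90 in place of its own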
# HTR5A ag – HTR5A agonism, opioid heterodimer counter-screen | HTR5A agonist assay, luminescence, cell-based | activation, % at 9.3 µM | hit rate 0.61% among 340,000 | AID 504692; in the data active = activation mostly above about 9.5%, no sharp cut-off; inactive = mostly below about 7.6%;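 also: 0% = cells with vehicle only and 100% = reference agonist; strong numbers were not always called active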
# OPRM1-OPRD1 inv – inverse agonists of human mu-delta opioid receptor heterodimerization | P35372+P41143 | cell-based MOR-DOR heterodimer luminescence, inverse agonism | inhibition, % at 9.3 µM | hit rate 0.21% among 340,000 | AID 504357; in the data active = inhibition above about 22%, passing the limit was not always enough;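 also: 0% = cells with DMSO and 100% = wells without cells with DMSO; values of inactives mirror those of a sister screen read the other way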
# AddAB inh – less growth of phage-infected E. coli with AddAB; E. coli expressing H. pylori AddAB, absorbance growth; hit rate 0.29% among 330,000; AID 435030; inhibition, % at 11.9 µM; in the data active = inhibition above about 12%;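 also: 0% = vehicle wells of infected cells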
# Active calls of the source: *; · = no result given. Compounds were not picked by outcome. Share with any hit: about 3.2%.
no.	smiles	HTR5A ag	OPRM1-OPRD1 inv	HTR5A inv ctr	DSG3 Ab inh	SUMO Mot1 rescue	E coli growth
1	O=C(O)C(c1ccccc1)N1C(=O)/C(=C\c2ccc(-c3ccc(Br)cc3)o2)SC1=S (stereo not given)	-1	9	4	89	·	·
2	O=C(COC(=O)c1cc([N+](=O)[O-])ccc1N1CCOCC1)c1ccccc1Cl	0	10	21	94	-9	-1.8
3	COCCN1C=C(C(=O)OC)C(c2ccccc2Cl)C(C(=O)OC)=C1	3	14	5	122	-13	2.0
4	COc1ccc2o/c(=N\O)c(C(=O)Nc3ccccc3OC)cc2c1	-3	-40	-36	104	-23	2.3
5	O=C(Nc1ccc(S(=O)(=O)Nc2nccs2)cc1)C1CC(=O)N(c2ccc(Cl)cc2)C1 (stereo not given)	3	4	-10	107	-8	-1.1
6	COc1ccccc1C(=O)Nc1ccnn1C1CCN(Cc2ccccc2OCCO)CC1	6	9	-15	101	-15	0.3
7	CN(C)/C=C/C1=C([N+](=O)[O-])C(c2cccc([N+](=O)[O-])c2)NC(=O)N1 (stereo not given)	-5	8	14	87	122	-0.2
8	COc1ccc(C2=CC(c3cccc(OC)c3)n3nnnc3N2)cc1 (stereo not given)	-6	21	14	84	-4	2.0
9	Cn1c(SCC(=O)C(C)(C)C)nnc1-c1ccccn1	3	19	-9	105	12	2.7
10	Cc1ccc(NC(=O)C2CC(=O)N/C(=N/N=C/c3ccco3)S2)cc1 (stereo not given)	5	5	-8	88	-6	-0.8
11	CCC[C@H](CN[C@@H](CNC)[C@H](C)CC)NCCc1cc(C(F)(F)F)cc(C(F)(F)F)c1	7	-74	-9	109	-32	0.4
12	COc1cc(OC)cc(-c2c(-c3ccc(F)cc3)c3cc(-c4cnc(OC)nc4)ccc3n2C)c1	0	16	0	97	-11	-1.5

no.	PKA-R1A activ	OPRM1-OPRD1 ag	PfHsp90 yeast 2	AddAB inh	phage Ecoli inh
1	1	-1.6	4	·	2.0
2	0	-2.0	-6	5.0	1.9
3	-11	-2.9	·	-0.6	2.1
4	-4	6.9	10	2.4	2.8
5	-7	-0.7	2	2.0	0.7
6	4	-1.7	-17	2.0	1.5
7	-4	-1.5	14	-0.9	2.3
8	4	-3.3	21	0.5	2.1
9	-3	-4.3	-10	1.4	3.1
10	-3	-0.8	-11	-0.3	0.1
11	7	14	0	1.1	7.7
12	1	-2.8	-10	-1.7	0.9

# (more compounds)
no.	smiles	HTR5A ag	OPRM1-OPRD1 inv	HTR5A inv ctr	DSG3 Ab inh	SUMO Mot1 rescue	E coli growth
13	N#CC1(NC(=O)CSc2nnc(-c3ccccc3F)n2N)CCCCC1	11	5	-34	91	-9	1.3
14	COc1cc(CN2CCC(CO)(CCOc3ccccc3)CC2)cc(OC)c1	-1	4	-22	103	-9	0.1
15	Nc1nc(F)cc(NCc2ccccc2)n1	-3	13	24	179	30	-2.4
16	Brc1cccc(CNCc2cccs2)c1	2	-12	-7	105	5	-0.9
17	COc1ccc(-n2c(Cc3cccn3C)nnc2SCC(=O)N2CCCc3ccccc32)cc1	0	9	-1	98	5	-3.0
18	O=C(O)c1ccccc1SCC(=O)N1CCCCC1	-3	13	10	105	165	-0.2
19	CCCOC(=O)Oc1ccc2c(=O)c(Oc3cc(C)cc(C)c3)coc2c1	-4	-10	11	105	30	-1.1
20	CC(C)c1nnc(NC(=O)C2CCN(C(=O)c3ccco3)CC2)s1	8	10	-24	·	-18	-2.3
21	CCOC(=O)CN(C(=O)CSc1nnc(-c2ccc(OC)c(OC)c2)o1)c1ccccc1	-4	-5	10	111	10	0.3
22	Cc1cccc(NC(=O)CSc2nnc(Cn3nnc(-c4ccccc4)n3)n2-c2ccccc2)c1	3	2	-7	91	-1	-0.6
23	C=CCOC(=O)C1=C[C@H](c2ccc(Br)cc2)C[C@H](OCc2ccc(CO)cc2)O1	-4	-18	12	99	47	-1.7
24	CC1CCCCN1C(=O)CN1C(=O)NC2(CCCCC2C)C1=O (stereo not given)	0	13	13	100	-13	-1.9

no.	PKA-R1A activ	OPRM1-OPRD1 ag	PfHsp90 yeast 2	AddAB inh	phage Ecoli inh
13	-8	-0.7	-14	0.3	3.5
14	-6	-0.8	-3	0.7	-0.4
15	-11	-2.5	-7	-1.5	3.8
16	1	2.4	5	6.1	3.8
17	-6	-1.7	-5	0.9	1.8
18	6	-2.4	3	-1.1	2.5
19	-2	1.9	4	0.3	2.6
20	-8	-1.6	21	2.0	5.3
21	10	0.9	·	0.2	1.7
22	-2	-0.5	·	0.0	3.9
23	-10	3.2	12	1.4	1.7
24	6	-3.4	·	2.3	5.6

# (next part)
no.	smiles	HTR5A ag	OPRM1-OPRD1 inv	HTR5A inv ctr	DSG3 Ab inh	SUMO Mot1 rescue	E coli growth
25	CC(/C=N/NC(=O)c1cccc(F)c1)=C\c1ccccc1	1	-4	-30	99	-20	0.8
26	CCOC(=O)c1cc(=O)n(-c2ccc(Cl)cc2C)[nH]1	1	-1	6	104	-18	0.0
27	Cc1c(Cl)cccc1N=c1c([N+](=O)[O-])nn(-c2ccccc2)n1O	-3	-46	8	96	2	-3.5
28	CC(=O)Oc1ccc(-n2c(=O)c3ccccc3c3ccccc3c2=O)cc1	2	-6	-6	98	-3	1.3
29	O=C(c1cccnc1)N1CCN(C(=O)c2ccccc2F)CC1	-3	9	8	106	9	-3.4
30	Cc1ccc(Sc2ccc(NC(=O)CCl)cc2)cc1C	10	-25	-29	108	200	3.7
31	COc1ccc(S(=O)(=O)N2CCCC(C(=O)Nc3cccc(C(C)=O)c3)C2)cc1 (stereo not given)	1	6	-4	110	115	0.2
32	O=[N+]([O-])c1ccc(/C=N/NC(=S)Nc2ccc(Cl)cc2Cl)s1	2	-12	2	84	-23	6.3
33	CC1CCN(C(=O)COC(=O)c2cccc(NS(=O)(=O)c3ccccc3)c2)CC1	2	5	-7	105	176	-1.6
34	O=C(N/N=C/c1ccccc1)c1ccc(-c2ccccc2)cc1	5	-5	-15	117	-3	0.6
35	CCN(CC)S(=O)(=O)c1ccc(Cl)c(NC(=O)COc2ccc(OC)cc2)c1	-1	-79	15	91	111	1.0
36	COCCn1c(SCC(=O)NCC2CCCO2)nc2c(c1=O)SC(C)C2 (stereo not given)	2	7	4	108	27	1.7

no.	PKA-R1A activ	OPRM1-OPRD1 ag	PfHsp90 yeast 2	AddAB inh	phage Ecoli inh
25	-7	0.6	-1	2.1	6.3
26	2	0.3	3	1.2	2.8
27	-1	8.6	8	-0.2	2.6
28	-20	1.1	16	4.4	4.0
29	-3	-2.2	-1	0.9	1.5
30	-5	3.4	-10	0.8	5.6
31	-7	-1.1	-3	4.6	3.7
32	-6	2.3	-28	7.2	5.8
33	2	-0.8	9	-0.2	-1.3
34	7	0.9	-13	5.5	3.5
35	14	15	-1	1.4	2.9
36	-2	-1.3	24	-3.0	0.8

# The list continues.
no.	smiles	HTR5A ag	OPRM1-OPRD1 inv	HTR5A inv ctr	DSG3 Ab inh	SUMO Mot1 rescue	E coli growth
37	Cc1nn(Cc2noc(C(=O)NCCc3ccccn3)n2)c(C)c1Br	-2	-12	5	·	-5	0.3
38	NC(=O)C1CCN(C(=O)c2cnn(-c3ccccc3)c2NC(=O)c2ccco2)CC1	5	8	-15	102	169	1.3
39	Cc1ccc(OCCCC(=O)Nc2ccc(N3CCOCC3)cc2)cc1	1	-6	-1	101	1	1.2
40	Cc1cc(C(=O)Nc2ccccc2C(=O)O)c(C)o1	0	14	26	102	-5	-0.2
41	Cc1ccc(S(=O)(=O)NCc2ccco2)c(C)c1C	4	1	20	121	·	0.9
42	Cc1cc(C)c(N=Cc2c(O)n(-c3nccs3)c(=O)c3ccccc23)c(C)c1	0	1	1	100	-6	-0.1
43	CN(CC(=O)NCc1ccc(F)cc1)S(=O)(=O)c1cccc2nsnc12	3	11	10	97	93	-2.2
44	O=C(C1CCCCC1)N1CCCC(c2nc(-c3ccc(F)cc3)no2)C1 (stereo not given)	0	-3	0	102	-14	-1.5
45	COc1ccccc1N(CC(=O)N1CCN(c2ccccc2)CC1)S(=O)(=O)c1ccc(C)cc1	-1	16	2	98	4	-1.3
46	CC(=O)N(C)c1ccc(NC(=O)C(Sc2ccccc2)c2ccccc2)cc1 (stereo not given)	·	·	·	101	14	-0.5
47	COC(=O)c1cn(Cc2ccccc2C)nn1	2	7	24	105	-24	0.5
48	CS(=O)(=O)c1ccc(-c2sc3cc4c(cc3c2C(=O)NN2CCOCC2)OCO4)cc1	1	12	9	105	11	-1.7

no.	PKA-R1A activ	OPRM1-OPRD1 ag	PfHsp90 yeast 2	AddAB inh	phage Ecoli inh
37	-5	1.6	16	3.0	1.2
38	-7	-1.3	-7	3.1	3.2
39	1	1.1	11	3.2	0.3
40	-2	-2.6	5	4.5	0.7
41	-2	-0.1	-6	1.0	-1.3
42	3	-0.2	-22	2.1	2.4
43	-6	-2.0	·	2.4	2.4
44	5	0.5	19	2.7	1.8
45	8	-3.1	6	3.2	2.6
46	·	·	-8	-0.3	5.0
47	-4	-1.3	-25	-0.7	2.5
48	6	-2.2	·	-0.1	3.6

# Compound profiles, from the list above. Order of screens: HTR5A ag | OPRM1-OPRD1 inv | HTR5A inv ctr | DSG3 Ab inh | SUMO Mot1 rescue | E coli growth | PKA-R1A activ | OPRM1-OPRD1 ag | PfHsp90 yeast 2 | AddAB inh | phage Ecoli inh
# Results for `O=C(Nc1ccc(S(=O)(=O)Nc2nccs2)cc1)C1CC(=O)N(c2ccc(Cl)cc2)C1` (stereo not given) = 3 | 4 | -10 | 107 | -8 | -1.1 | -7 | -0.7 | 2 | 2.0 | 0.7
# Results for `CCN(CC)S(=O)(=O)c1ccc(Cl)c(NC(=O)COc2ccc(OC)cc2)c1` = -1 | -79 | 15 | 91 | 111 | 1.0 | 14 | 15 | -1 | 1.4 | 2.9

# (more compounds)
no.	smiles	HTR5A ag	OPRM1-OPRD1 inv	HTR5A inv ctr	DSG3 Ab inh	SUMO Mot1 rescue	E coli growth
49	Cc1ccc(-n2cc(C(=O)c3ccccc3O)cn2)cc1	4	-13	-23	102	-12	1.6
50	CC(=O)c1c(O)cc(C)n(Nc2nc(C)cc(C)n2)c1=O	1	10	-3	102	-12	0.0
51	O=C(Nc1nccs1)c1sc2ccccc2c1Cl	1	3	-16	98	-22	-1.7
52	CCOCCCNCc1cccc(OCc2ccc(F)cc2)c1	-5	1	17	98	16	-0.1
53	O=c1c2ccccc2n2c(=S)[nH]nc2n1-c1ccccc1	-2	-20	4	102	-27	-1.8
54	CC(C)CCNC(=O)C(=O)NC1CCCC1	-4	22	11	93	-7	-0.6
55	Cc1nnc(SCC(=O)N(C)c2ccccc2)n1Cc1ccccc1	-1	11	7	106	-4	-1.4
56	Cn1c(Cn2nnc3ccccc32)nnc1SCC(=O)Nc1ccc2c(c1)OCO2	5	-1	7	109	66	-1.9

no.	PKA-R1A activ	OPRM1-OPRD1 ag	PfHsp90 yeast 2	AddAB inh	phage Ecoli inh
49	-11	2.6	-32	2.0	4.6
50	-2	-2.0	-17	-0.7	0.2
51	4	-0.5	-6	-2.7	-0.9
52	5	-0.2	4	2.5	5.2
53	6	2.4	8	4.0	0.6
54	4	-4.4	-8	1.0	2.0
55	-6	-2.2	-8	1.6	3.0
56	-3	0.2	-1	-2.3	2.7
